Assay outcomes deposited in PubChem BioAssay by several laboratories.
Furin inh – inhibitors of human furin | inhibition, % at 30 µM | purified furin, fluorogenic substrate cleavage | hit rate 0.061% among 220,000 | P09958 | AID 463115; in the data active = inhibition above about 25%; also: inactives centre near -15
FXIIa inh – inhibitors of human coagulation factor XIIa. P00748. purified FXIIa, Boc-QGR-AMC fluorogenic substrate, 2 h. inhibition, % at 5 µM. hit rate 0.3% among 220,000. AID 800; in the data active = inhibition above about 40%;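 also: 0% = enzyme with no compound and 100% = blank without enzyme; many of its hits are not listed in these tables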
p97 ATPase inh – human p97 ATPase inhibition; recombinant p97 ATPase, Kinase-Glo ATP luminescence, 3 h; inhibition, % at 8 µM; hit rate 0.42% among 220,000; AID 1481; in the data active = inhibition above about 15%;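 also: 0% = DMSO vehicle and 100% = wells lacking enzyme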
hK5 inh – kallikrein 5 (human) inhibition. inhibition, % at 5 µM. Q9Y337. hit rate 0.59% among 210,000. recombinant hK5, fluorogenic AMC substrate cleavage. AID 873;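 active = inhibition of 40% or more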;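 also: 0% = enzyme controls without compound and 100% = no-enzyme blanks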
thrombin 1536 – inhibitors of human thrombin | inhibition, % at 5 µM | AID 1046 | alpha-thrombin, Boc-VPR-AMC fluorogenic substrate cleavage | P00734 | hit rate 0.26% among 220,000;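 active = inhibition at or above 40%; inactive = inhibition below 40%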;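 also: 0% = enzyme with no compound and 100% = wells without enzyme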
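Material: human alpha-thrombin protein. Incubation: reaction at ambient temperature. Technique: fluorescence of released AMC, ex 355 nm, em 460 nm. Control set: no-compound enzyme wells and no-enzyme blanks. Also added: Boc-VPR-AMC substrate, 15 µM final. Buffer or medium: pH 7.5 Tris (50 mM) with NaCl 150 mM, Tween 20 0.05%.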
Cl transport mod – KCC2 (human) Cl- transport modulation; KCC2 cells, thallium flux FluoZin-2 fluorescence; B-score of Tl+ flux slope (higher = more flux/activation; lower = inhibition) at 10 µM; hit rate 2.2% among 190,000;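 active = thallium flux slope and its plate-corrected score both differing from the plate sample mean at a set confidence after two filtering rounds, in either direction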;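 also: slope of fluorescence scaled to starting intensity during 10 to 20 s after thallium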
Target sequence (Q9H2X9 whole entry, looked up): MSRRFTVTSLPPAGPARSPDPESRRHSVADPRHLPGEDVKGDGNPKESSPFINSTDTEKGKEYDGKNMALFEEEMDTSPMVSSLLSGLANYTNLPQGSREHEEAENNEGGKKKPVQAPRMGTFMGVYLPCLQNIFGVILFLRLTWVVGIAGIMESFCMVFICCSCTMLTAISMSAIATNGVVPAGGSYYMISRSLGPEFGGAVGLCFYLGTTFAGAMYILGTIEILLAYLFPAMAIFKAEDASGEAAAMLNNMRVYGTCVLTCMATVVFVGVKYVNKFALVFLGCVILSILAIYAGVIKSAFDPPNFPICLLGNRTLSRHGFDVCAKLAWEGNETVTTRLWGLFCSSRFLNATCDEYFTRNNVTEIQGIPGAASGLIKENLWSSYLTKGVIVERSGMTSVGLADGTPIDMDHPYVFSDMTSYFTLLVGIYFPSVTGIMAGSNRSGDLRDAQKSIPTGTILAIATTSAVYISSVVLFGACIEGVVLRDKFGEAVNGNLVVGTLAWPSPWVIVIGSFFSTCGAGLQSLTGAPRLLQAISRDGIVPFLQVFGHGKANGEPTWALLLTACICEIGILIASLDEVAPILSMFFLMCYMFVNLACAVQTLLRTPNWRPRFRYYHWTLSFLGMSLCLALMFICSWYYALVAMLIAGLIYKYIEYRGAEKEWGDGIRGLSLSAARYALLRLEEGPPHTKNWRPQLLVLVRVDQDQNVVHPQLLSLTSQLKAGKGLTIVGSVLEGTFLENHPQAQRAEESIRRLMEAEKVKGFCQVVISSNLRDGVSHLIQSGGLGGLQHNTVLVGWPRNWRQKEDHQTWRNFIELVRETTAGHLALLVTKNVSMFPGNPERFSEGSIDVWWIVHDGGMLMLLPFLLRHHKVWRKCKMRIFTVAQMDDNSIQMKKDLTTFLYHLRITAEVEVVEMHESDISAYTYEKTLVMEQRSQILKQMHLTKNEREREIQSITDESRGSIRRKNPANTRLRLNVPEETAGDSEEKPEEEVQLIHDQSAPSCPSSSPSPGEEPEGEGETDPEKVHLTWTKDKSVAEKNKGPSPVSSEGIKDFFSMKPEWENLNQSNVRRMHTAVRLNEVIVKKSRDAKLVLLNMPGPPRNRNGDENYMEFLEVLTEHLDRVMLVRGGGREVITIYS
FXIa inh – factor XIa (human) inhibition | inhibition, % at 5 µM | AID 798 | purified FXIa, Boc-Glu-Ala-Arg-AMC fluorogenic substrate | hit rate 0.14% among 220,000;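 active = inhibition of at least 40%; inactive = inhibition below 40%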;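 also: fluorescence of freed AMC excited at 355 nm; 0% = enzyme without compound and 100% = no enzyme blank; many of its hits are not listed in these tables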
Wee1 degr inh – inhibitors of human Wee1 degradation | P30291 | HeLa Luc-Wee1K328M stability, luciferase luminescence; 100% = proteasome inhibitor MG132 effect | AID 1321 | hit rate 1.2% among 220,000 | reporter increase, % at 5 µM;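 active = activation above the mean of all tested compounds plus 3 SD, set per screening run, cut at about 8.8% in these data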;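 also: cells exposed to compound for 20 h before luminescence read; 0% = DMSO alone and 100% = MG132 at 30 µM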
PERK inh – blocks human PERK kinase; Q9NZJ5; CHO PERK-DD fusion, SEAP luminescence translation reporter; inhibition, % at 5.6 µM; hit rate 0.17% among 220,000; AID 1416;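 active = inhibition above the mean inhibition of all tested compounds plus 3 SD, set separately per screening campaign, cut at about 2.9% in these data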;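 also: PERK kinase domain activated by AP20187 dimerizer at 100 nM; 0% = DMSO with dimerizer and 100% = rapamycin at 8.4 µM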
* = called active by the depositor; [ ] = another dose, or the depositor's remark.

What do the screens show for `CS(=O)(=O)N(Cc1ccccc1)c1ccc(C(=O)Nc2ccccc2Sc2ccccc2)cc1`?
Furin inh: -15; FXIIa inh: 7; p97 ATPase inh: 6; hK5 inh: 2; thrombin 1536: -8; Cl transport mod: -0.55; FXIa inh: 3; Wee1 degr inh: 7; PERK inh: 0.0

Results for Cc1cc(=O)[nH]c(Nc2ccc(C(=O)OC(C)C)cc2)n1 ?
Furin inh: -16; FXIIa inh: -9; p97 ATPase inh: 6; hK5 inh: -8; thrombin 1536: 1; Cl transport mod: -0.017; FXIa inh: 8; Wee1 degr inh: -1; PERK inh: 0.7

How did CN(C)c1ccc(C(=S)N2CCCCC2)cc1Br do in these assays?
Furin inh: -17; FXIIa inh: 8; p97 ATPase inh: 3; hK5 inh: -2; thrombin 1536: 5; Cl transport mod: -0.06; FXIa inh: 0; Wee1 degr inh: -2; PERK inh: 0.0

What do the screens show for `CCOc1ccc(C(=O)NCC(=O)OCC(=O)c2ccc3c(c2)-c2ccccc2C3)cc1`?
Furin inh: -16; FXIIa inh: 9; p97 ATPase inh: 2; hK5 inh: -6; thrombin 1536: -4; Cl transport mod: 1.2; FXIa inh: 4; Wee1 degr inh: 3; PERK inh: 1.2

How did Cc1ccc2cn[nH]c2c1NC(N)=S do in these assays?
Furin inh: -9; FXIIa inh: 10; p97 ATPase inh: 7; hK5 inh: 0; thrombin 1536: -11; Cl transport mod: -0.87; FXIa inh: -1; Wee1 degr inh: 2; PERK inh: 1.9

What do the screens show for `COc1ccc(N(CC(=O)Nc2cccc(C)c2)S(=O)(=O)c2c(C)n[nH]c2C)cc1`?
Furin inh: -18; FXIIa inh: -1; p97 ATPase inh: 5; hK5 inh: -13; thrombin 1536: -4; FXIa inh: -1; Wee1 degr inh: 5; PERK inh: -0.7

What do the screens show for `CC(=O)Nc1ccc(NC(=O)C2c3ccccc3Oc3ccccc32)cc1`?
Furin inh: -27; FXIIa inh: 6; p97 ATPase inh: 4; hK5 inh: 1; thrombin 1536: -24; Cl transport mod: -0.2; FXIa inh: 11; Wee1 degr inh: 3; PERK inh: 0.6

Results for COc1cc2[nH]c3c(=O)n(CCN4CCCCC4)cnc3c2cc1OC ?
Furin inh: -32; FXIIa inh: 9; p97 ATPase inh: 3; hK5 inh: -7; thrombin 1536: -3; Cl transport mod: -0.79; FXIa inh: -3; Wee1 degr inh: -2; PERK inh: 0.4

How did COc1ccc(-c2nc3c(c4nnc(SC(C)C(=O)Nc5ccccc5)n24)COC(C)(C)C3)cc1 (stereo not drawn) do in these assays?
Furin inh: -15; FXIIa inh: 0; p97 ATPase inh: 2; hK5 inh: -6; thrombin 1536: -4; Cl transport mod: 0.37; FXIa inh: 6; Wee1 degr inh: -3; PERK inh: 0.8

Results for COC(=O)c1[nH]c2cc(OC)ccc2c1N=CN(C)C ?
Furin inh: -2; FXIIa inh: -1; p97 ATPase inh: -2; hK5 inh: -2; thrombin 1536: -9; Cl transport mod: 0.1; FXIa inh: -2; Wee1 degr inh: 3; PERK inh: -0.8

What do the screens show for `CCc1ccc(C(=O)CN2C(=O)C(C)N(c3ccc(C)cc3)C2=O)cc1` (stereo not drawn)?
Furin inh: -9; FXIIa inh: 1; p97 ATPase inh: -8; hK5 inh: -20; thrombin 1536: -8; Cl transport mod: 0.11; FXIa inh: 3; Wee1 degr inh: 1; PERK inh: 0.1

What do the screens show for `CCCN1C2CCCC1CC(NC(=S)Nc1ccc(OC)cc1)C2` (stereo not drawn)?
Furin inh: -19; FXIIa inh: 6; p97 ATPase inh: 1; hK5 inh: -4; thrombin 1536: -7; Cl transport mod: 0.29; FXIa inh: -5; Wee1 degr inh: -4; PERK inh: 0.5

How did COc1cccc(OCCNC(=O)Nc2cc(F)c(F)cc2Cl)c1 do in these assays?
Furin inh: -26; p97 ATPase inh: -2; hK5 inh: -1; thrombin 1536: -5; Cl transport mod: -1.6; FXIa inh: -4; Wee1 degr inh: 1; PERK inh: 0.6

How did CCc1nc(C)cn1S(=O)(=O)c1cc(OC)c(C)cc1C do in these assays?
Furin inh: -19; FXIIa inh: 10; p97 ATPase inh: 1; hK5 inh: 3; thrombin 1536: 0; Cl transport mod: -0.81; FXIa inh: -1; Wee1 degr inh: 1; PERK inh: -0.2

What do the screens show for `Cc1ccc(O)c(C(=O)c2cnn(C(=O)Cc3csc(C)n3)c2)c1`?
Furin inh: 1; FXIIa inh: 21; p97 ATPase inh: -3; hK5 inh: -19; thrombin 1536: 0; Cl transport mod: -2.4; FXIa inh: 0; Wee1 degr inh: -3; PERK inh: -0.2

How did COC(=O)c1ccc(COc2cccc3c2CCN(Cc2cccc(C)c2)C3=O)o1 do in these assays?
Furin inh: -15; FXIIa inh: 9; p97 ATPase inh: -5; hK5 inh: 3; thrombin 1536: -3; Cl transport mod: -0.75; FXIa inh: 1; Wee1 degr inh: 4; PERK inh: 0.0

How did COc1ccc2nc(C)c3c(c2c1)OC(C(C)(Cl)Br)C3 (stereo not drawn) do in these assays?
Furin inh: -33; FXIIa inh: 8; p97 ATPase inh: -2; hK5 inh: 1; thrombin 1536: 0; Cl transport mod: -0.62; FXIa inh: 0; Wee1 degr inh: -3; PERK inh: -2.1

What do the screens show for `Cc1c(C)[n+](=O)c(-c2ccco2)c(C)n1[O-]`?
Furin inh: -20; FXIIa inh: 16; p97 ATPase inh: 4; hK5 inh: -12; thrombin 1536: 4; Cl transport mod: -0.82; FXIa inh: -1; Wee1 degr inh: 3; PERK inh: 1.3

Results for COc1ccc2cc(C(c3nnnn3CCc3ccccc3)N3CCCC(C)C3)c(=O)[nH]c2c1 (stereo not drawn) ?
Furin inh: -22; FXIIa inh: 14; p97 ATPase inh: 5; hK5 inh: -11; thrombin 1536: -9; Cl transport mod: -0.82; FXIa inh: -3; Wee1 degr inh: -4; PERK inh: 0.2

How did COc1ccc(-n2c(SCC(=O)Nc3ccccc3)nnc2-c2ccoc2C)cc1 do in these assays?
Furin inh: -13[20 µM]; FXIIa inh: 15; p97 ATPase inh: -6; hK5 inh: -4; thrombin 1536: 6; Cl transport mod: -0.19; FXIa inh: 11; Wee1 degr inh: 0; PERK inh: -1.6

How did COn1c(SCc2ccc(C)cc2C)nc2ccccc2c1=O do in these assays?
Furin inh: -9[20 µM]; FXIIa inh: 7; p97 ATPase inh: -6; hK5 inh: -8; thrombin 1536: 1; Cl transport mod: 0.48; FXIa inh: 2; Wee1 degr inh: -2; PERK inh: 0.1

What do the screens show for `Cc1ccc(OCC(=O)NCCc2nc3ccccc3[nH]2)c(C)c1`?
Furin inh: -18; FXIIa inh: 1; p97 ATPase inh: -2; hK5 inh: -1; thrombin 1536: -4; Cl transport mod: -1.7; FXIa inh: -3; Wee1 degr inh: 2; PERK inh: -0.3

What do the screens show for `CN1C(=O)CSc2ccc(NC(=O)N3CCc4ccccc43)cc21`?
Furin inh: -28; FXIIa inh: 0; p97 ATPase inh: -1; hK5 inh: 0; thrombin 1536: -3; Cl transport mod: 1.1; FXIa inh: -10; Wee1 degr inh: 0; PERK inh: 2.8

Results for CCn1nc(NC(=O)Cc2ccc(OC)cc2)c2cc3cccc(C)c3nc21 ?
Furin inh: -25; FXIIa inh: 4; p97 ATPase inh: 4; hK5 inh: 0; thrombin 1536: 0; Cl transport mod: 0.28; FXIa inh: 0; Wee1 degr inh: -1; PERK inh: 1.4

What do the screens show for `COCCCN1C(=O)C(=O)/C(=C(/O)c2ccc(OC(C)C)cc2)C1c1ccc(O)c(OC)c1` (stereo not drawn)?
Furin inh: -7; FXIIa inh: 9; p97 ATPase inh: 3; hK5 inh: 3; thrombin 1536: -2; FXIa inh: -3; Wee1 degr inh: -2; PERK inh: 1.2

How did CN1C(=O)c2cccc(NCCCCCCN3C(=O)c4ccccc4C3=O)c2C1=O do in these assays?
Furin inh: -8[20 µM]; FXIIa inh: -1; p97 ATPase inh: -5; hK5 inh: 6; thrombin 1536: -7; FXIa inh: -30; Wee1 degr inh: 0; PERK inh: 1.2

How did Cc1c(-c2nc(-c3ccncc3)no2)cccc1[N+](=O)[O-] do in these assays?
Furin inh: -13; FXIIa inh: 0; p97 ATPase inh: 2; hK5 inh: -3; thrombin 1536: -13; Cl transport mod: -0.79; FXIa inh: -5; Wee1 degr inh: 1; PERK inh: -1.2

Results for O=C(Nc1cccnc1)c1cc(-c2cccnc2)nc2ccc(Br)cc12 ?
Furin inh: -15; FXIIa inh: 13; p97 ATPase inh: 2; hK5 inh: 4; thrombin 1536: 4; Cl transport mod: -0.29; FXIa inh: 3; Wee1 degr inh: 1; PERK inh: 0.8

Results for Cc1ccc2nc(SCC(=O)O)nc(C)c2c1 ?
Furin inh: -16[20 µM]; FXIIa inh: 21; p97 ATPase inh: -1; hK5 inh: -18; thrombin 1536: 4; Cl transport mod: -0.018; FXIa inh: 10; Wee1 degr inh: 6; PERK inh: 0.6

What do the screens show for `CNC(=S)N1N=C(c2ccc(C)cc2)CC1c1ccc(OC)c(OC)c1` (stereo not drawn)?
Furin inh: -4; FXIIa inh: 10; p97 ATPase inh: 1; hK5 inh: -14; thrombin 1536: -1; Cl transport mod: 0.028; FXIa inh: 8; Wee1 degr inh: 1; PERK inh: 0.1

How did COc1ccc(NC(=O)CSc2nc3c(c(=O)n2-c2ccc(F)cc2)SCC3)cc1 do in these assays?
Furin inh: -5; FXIIa inh: 8; p97 ATPase inh: 1; hK5 inh: -13; thrombin 1536: -3; Cl transport mod: -1; FXIa inh: 2; Wee1 degr inh: -2; PERK inh: -0.3

What do the screens show for `Cc1csc(NC(=O)/C=C/c2ccco2)n1`?
Furin inh: 0; FXIIa inh: 5; p97 ATPase inh: -2; hK5 inh: -4; thrombin 1536: -8; Cl transport mod: -0.016; FXIa inh: -1; Wee1 degr inh: 9; PERK inh: 0.4

What do the screens show for `COc1ccc(C2SCC(=O)N2c2c(C)n(C)n(-c3ccccc3)c2=O)c(OC)c1` (stereo not drawn)?
Furin inh: -18; FXIIa inh: 9; p97 ATPase inh: 6; hK5 inh: 3; thrombin 1536: -4; FXIa inh: -1; Wee1 degr inh: 3; PERK inh: 0.9

What do the screens show for `CCOC(=O)Nc1ccc(C(=O)NCC2CCCO2)cc1` (stereo not drawn)?
Furin inh: -16; FXIIa inh: 18; p97 ATPase inh: 7; hK5 inh: -7; thrombin 1536: -6; Cl transport mod: 0.76; FXIa inh: 4; Wee1 degr inh: -1; PERK inh: 1.1

What do the screens show for `Cc1nc2sc(C(c3cccc(F)c3)N3CCOCC3)c(O)n2n1` (stereo not drawn)?
Furin inh: -26[20 µM]; FXIIa inh: -10; p97 ATPase inh: 5; hK5 inh: -1; thrombin 1536: -13; Cl transport mod: -0.41; FXIa inh: -9; Wee1 degr inh: 2; PERK inh: 1.7

How did COc1ccc(NC(=O)c2cc3ccccn3n2)cc1 do in these assays?
Furin inh: -22; FXIIa inh: 26; p97 ATPase inh: -6; hK5 inh: -6; thrombin 1536: 1; FXIa inh: 23; Wee1 degr inh: 6; PERK inh: 1.1

What do the screens show for `O=c1[nH]cnc2scc(-c3ccccc3)c12`?
Furin inh: -2[20 µM]; FXIIa inh: 6; p97 ATPase inh: -3; hK5 inh: 1; thrombin 1536: 2; Cl transport mod: 0.049; FXIa inh: -2; Wee1 degr inh: -1; PERK inh: 0.6
